# tim10-1 inh = growth inhibitors of tim10-1 mutant yeast, primary screen, luminescence, uHTS | S. cerevisiae tim10-1 ts strain growth, BacTiter-Glo, 24 h | inhibition, % at 20 µM | hit rate 2.2% among 330,000;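 active means inhibition of at least 40%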;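 further: mutant grown at 25 °C; 0% = DMSO wells with yeast and 100% = wells holding no yeast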
# mIAP activ = activators of mouse IAP, primary screen, biochemical, luminescence, uHTS; activation factor at 10 µM; hit rate 0.24% among 330,000; intestinal alkaline phosphatase [Mus musculus]; muIAP, CDP-Star luminescence, 30 min; stronger effect = higher value; 1 = vehicle-only enzyme signal, 0 = enzyme-free wells;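 active means activation factor of at least 2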; further: the source names both 10 and 20 µM as test concentration; values of inactives mirror those of a sister screen read the other way
#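 Assay system: mouse IAP enzyme / Compound: DMSO-dissolved test compounds / Timing: 30 min, room temperature / Measured by: luminescence from enzymatic CDP-Star hydrolysis / Control set: DMSO-only wells, enzyme-free buffer wells as negative control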
# APOBEC3G inh = APOBEC3G DNA deaminase inhibitors, primary screen, biochemical, fluorescence, single-stranded DNA substrate, uHTS. recombinant A3G, ssDNA deamination FAM/TAMRA fluorescence. inhibition, % at 20 µM. hit rate 0.28% among 330,000;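 active means inhibition of at least 40% at 20 µM, with no more than 30% in the related APOBEC3A deaminase screen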;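 further: plate controls were DMSO wells with A3G for no effect and wells lacking A3G enzyme for full effect; some compounds called inactive have numbers as strong as hits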
# Target sequence (Q9HC16 whole entry, looked up): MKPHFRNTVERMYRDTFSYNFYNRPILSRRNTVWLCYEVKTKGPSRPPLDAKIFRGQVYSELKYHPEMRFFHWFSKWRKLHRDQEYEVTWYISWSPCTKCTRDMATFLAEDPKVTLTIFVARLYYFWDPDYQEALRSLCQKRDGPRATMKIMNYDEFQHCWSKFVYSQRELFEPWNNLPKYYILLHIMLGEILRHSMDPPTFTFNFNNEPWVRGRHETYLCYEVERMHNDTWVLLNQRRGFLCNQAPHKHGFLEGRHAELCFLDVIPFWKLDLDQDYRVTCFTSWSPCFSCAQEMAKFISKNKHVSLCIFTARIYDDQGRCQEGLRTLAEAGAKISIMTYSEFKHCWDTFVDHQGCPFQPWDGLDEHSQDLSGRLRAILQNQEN
# hIAP inh = human IAP inhibitors, primary screen, biochemical, luminescence, uHTS | purified IAP, CDP-Star luminescence, 30 min | inhibition, % at 10 µM | hit rate 0.12% among 330,000 | AID 2544, 2010;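 active means inhibition reaching a set limit with compound at 10 µM in the primary screen, cut at about 35% in these data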;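 further: plate controls were DMSO wells with enzyme for no effect and no-enzyme buffer wells for full effect; values of inactives mirror those of a sister screen read the other way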
# Target sequence (P09923 whole entry, looked up): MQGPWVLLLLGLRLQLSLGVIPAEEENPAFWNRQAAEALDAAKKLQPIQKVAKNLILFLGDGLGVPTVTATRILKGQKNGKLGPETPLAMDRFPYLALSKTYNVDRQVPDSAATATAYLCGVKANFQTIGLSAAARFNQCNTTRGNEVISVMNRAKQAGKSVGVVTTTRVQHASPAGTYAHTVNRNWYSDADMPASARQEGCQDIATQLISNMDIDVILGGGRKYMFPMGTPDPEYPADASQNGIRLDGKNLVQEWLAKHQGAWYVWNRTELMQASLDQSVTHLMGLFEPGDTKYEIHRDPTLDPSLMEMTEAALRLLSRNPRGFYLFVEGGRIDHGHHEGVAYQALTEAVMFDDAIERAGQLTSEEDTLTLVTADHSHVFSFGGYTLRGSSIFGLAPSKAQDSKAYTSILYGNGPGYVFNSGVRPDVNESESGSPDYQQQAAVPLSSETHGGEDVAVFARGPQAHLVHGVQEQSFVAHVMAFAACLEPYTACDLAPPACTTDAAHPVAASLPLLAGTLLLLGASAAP
# TIM10 inh = growth inhibitors of isogenic TIM10 control yeast, primary screen, counter-screen for tim10-1 yeast inhibitor project, luminescence, uHTS. inhibition, % at 10 µM. hit rate 1.4% among 330,000. S. cerevisiae TIM10 strain growth, BacTiter-Glo luminescence, 24 h;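 active means inhibition of 40% or more at the single tested concentration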;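 further: wild-type TIM10 isogenic control strain grown at permissive 25 °C; 0% = DMSO yeast wells and 100% = minimal medium wells without yeast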
# mIAP inh = inhibitors of mouse IAP, primary screen, biochemical, luminescence, uHTS | hit rate 0.2% among 330,000 | inhibition, % at 10 µM | purified mouse IAP, CDP-Star luminescence, 30 min | AID 2806, 2010 | intestinal alkaline phosphatase [Mus musculus];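 active means inhibition of at least 40% at 10 µM in the primary screen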;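 further: plate controls were DMSO with enzyme for no effect and no enzyme wells for full effect; values of inactives mirror those of a sister screen read the other way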
# NALP3 yeast inh = NALP3 inflammasome inhibitors in reconstituted yeast, primary screen, luminescence, uHTS; Yeast reconstituted NLRP3/ASC/caspase-1, beta-gal luminescence, 24 h; inhibition, % at 10 µM; hit rate 0.39% among 330,000;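 active means inhibition of 50% or more; inactive means inhibition below 50%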;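 further: plate controls were induced DMSO wells for no effect and uninduced yeast grown without galactose for full effect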
# A3A deaminase = APOBEC3A ssDNA deaminase inhibitors, primary screen, selectivity assay for APOBEC3G inhibitor project, biochemical, FAM/TAMRA oligo cleavage fluorescence | inhibition, % at 20 µM | AID 493011, 2011 | recombinant A3A, FAM/TAMRA ssDNA deamination fluorescence | hit rate 0.41% among 330,000;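 active means at least 40% inhibition at 20 µM here, with at most 30% in a related deaminase screen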;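 further: plate controls were A3A with DMSO for no effect and wells lacking A3A enzyme for full effect; some results filed as inactive read as strong as hits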
# beta cell repl = inducers of MIN6 beta-cell proliferation, primary screen, ATP luminescence, uHTS; MIN6 cells proliferation, ATPlite luminescence, 48 h; cells starved in 0.2% serum; 100% = growth in 10% serum; proliferation, % at 10 µM; hit rate 0.29% among 330,000; AID 2380, 2010;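 active means compounds whose signal lies at least 3.5 SD above the mean of all wells on their plate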;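 further: 0% = DMSO-treated cells in low-serum medium and 100% = 10% serum control; some compounds called inactive have numbers as strong as hits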
# * marks the source's active call; other numbers are inactive results.
SMILES,tim10-1 inh,mIAP activ,APOBEC3G inh,hIAP inh,TIM10 inh,mIAP inh,NALP3 yeast inh,A3A deaminase,beta cell repl
COc1ccc(N=C2C(=Nc3ccc(OC)cc3)N(c3ccc(OC)cc3)C(=S)N2c2ccccc2)cc1,19,0.85,26,-64,15,14,34,2,-2
N#CC1=C(SCC(=O)c2ccccc2)NC2=C(C(=O)CCC2)C1c1ccco1 (stereo not drawn),49*,0.82,-3,-3,21,18,14,0,-2
Cc1[nH]c(=O)c(C#N)c2c1CCCC2,-2,0.93,5,-11,9,7,4,4,4
O=C(c1ccc(Cl)c(Cl)c1)N(Cc1ccco1)c1ccc(O)cc1,11,0.98,-4,-2,23,2,10,-4,-2
Cc1onc(-c2c(F)cccc2Cl)c1C(=O)OCC(=O)NCc1ccccc1,13,0.98,-8,6,5,2,12,-4,-1
COc1ccc(CCNC(=O)COC(=O)c2ccc(S(=O)(=O)N3CCCC3)cc2)cc1OC,2,1,-6,4,-4,-1,3,1,3
Cc1c(C)c2cc3c4c(oc3c(C)c2oc1=O)CCCC4,26,0.91,-3,-5,26,10,12,-2,0
Clc1ccc(-c2nnc(CCc3ccccc3)o2)c(Cl)c1,-23,0.92,-7,-11,0,8,49,-2,-2
COc1ccc(OC)c(S(=O)(=O)N2CCC(c3nc4ccccc4[nH]3)CC2)c1,-13,1.2,-4,0,17,-16,9,1,1
CCCCCN=C(N)N/N=C/c1c[nH]c2ccc(OC)cc12,18,1,-1,-2,9,0,9,3,-8
Cn1c2c(c(=O)n(C)c1=O)C(c1cccc(F)c1)C(C#N)=C(N)O2 (stereo not drawn),-7,0.94,-5,-4,1,6,10,-2,5
O=C(/C=N/O)NCc1ccncc1,6,0.91,-4,5,8,9,13,0,-3
COc1ccc(Cl)cc1NC(=O)Nc1cn(C)nc1C,-16,1,2,7,-2,-1,5,0,-2
OCc1nc2ccccc2n1C/C=C/c1ccccc1,30,1,-5,-14,-8,-2,16,-4,-3
C=CCn1c(SCC(=O)NC(C)(C)C)nnc1-c1ccccc1O,7,0.93,-7,26,11,7,2,-1,4
COC(=O)c1[nH]c2cc(OC)ccc2c1NC(=O)c1nonc1C,21,0.97,-2,10,6,3,11,1,0
O=C(Nc1ccc(Cl)cc1)Nc1ccc(C(=O)N2CCOCC2)cc1,-1,1.5,-1,-7,12,-50,9,0,1
Cc1c(NC(=O)C23CC4CC(CC(Br)(C4)C2)C3)c(=O)n(-c2ccccc2)n1C,2,0.95,1,-10,0,5,3,-4,-1
CCN(CCC#N)c1ccc(N2C(=O)CCCC2=O)cc1[N+](=O)[O-],3,1,3,-6,1,-1,21,2,0
COc1ccc(CNS(=O)(=O)c2ccc3c(c2)N(C(C)=O)CCO3)cc1,18,1,-4,0,46*,-1,3,-4,2
C[N+](C)(C)CCCCCCCCCC[N+](C)(C)C,40,1.1,-1,-9,17,-8,13,-2,-2
Cc1cc(C)nc(SCC(=O)N/N=C/C=C/c2ccccc2)n1,27,1.1,-8,-11,-9,-7,-10,-3,0
COC(=O)c1ccccc1NC(=O)c1ccc2c(c1)OCCO2,22,1,5,4,30,-3,38,8,3
CC1(C)CC(=O)C(C(C2=C(O)CC(C)(C)CC2=O)c2cccc(O)c2)C(=O)C1 (stereo not drawn),16,0.89,-6,-3,17,11,-2,-4,-2
CC(=O)N1C(C(=O)O)Cc2c([nH]c3ccccc23)C1(C)C (stereo not drawn),-9,0.91,1,-32,7,9,23,-4,-1
COc1cccc(C2=NN(C(=O)c3ccco3)C(c3ccco3)C2)c1 (stereo not drawn),33,0.94,-6,-30,11,6,7,-4,0
Nc1nc2c(F)c(F)c(F)cc2s1,1,0.99,-7,-7,-4,1,23,-2,-2
Cc1cccc(/C(N)=N/OC(=O)N2CCOCC2)c1,-3,1,-6,2,2,-3,12,0,-3
Cc1cc(C)n2nc(C(=O)OCC(=O)Nc3ccc(F)cc3F)nc2n1,-1,0.68,-8,-2,18,32,8,-2,7
CC(=O)NCCC(=O)N1CCCC(C(=O)c2ccc3c4c(cccc24)CC3)C1 (stereo not drawn),7,0.99,-5,1,-4,1,-5,-1,0
CCCNC(=O)c1cn(CC)c2cc(N3CCN(C)CC3)c(F)cc2c1=O,-7,1,6,-44,-10,-4,15,1,0
CN1CCN(C(=O)/C=C/c2c(F)cccc2Cl)CC1,-7,1,-6,0,4,-1,-1,-2,-5
NC(=O)CSc1ccc(F)cc1,16,1,1,-10,1,-2,26,-3,1
COc1ccc(-c2cc(C(=O)Nc3ccc(C(N)=O)cc3)c3ccccc3n2)cc1,15,0.98,-7,0,1,2,4,-1,-4
COc1ccccc1N1CCN(C(=O)c2ccc3c(c2)NC(=O)C(CSCc2ccccc2C)N3)CC1 (stereo not drawn),-4,0.85,11,-16,-6,15,5,-9,-4
CCCN(C(=O)COC(=O)C12CCC(=O)N1c1ccccc1S2)c1c(N)n(Cc2ccccc2)c(=O)[nH]c1=O (stereo not drawn),2,0.93,-3,2,8,7,-6,3,2
COc1cccc(N2CCN(c3ccc4nnc(CCC(=O)Nc5cccc(C(C)=O)c5)n4n3)CC2)c1,21,0.97,-2,-45,-13,3,-11,-3,0
O=C(Oc1ccc2c3c(c(=O)oc2c1)CCC3)c1ccccc1[N+](=O)[O-],18,0.92,3,1,4,8,8,1,0
Cc1ccc(S(=O)(=O)N2CCC(=O)N(CCOCc3ccc(F)cc3)CC2)cc1,11,1.1,17,15,5,-6,17,2,-2
CCOc1ccc(S(=O)(=O)N(CC(=O)N2CCc3ccccc32)Cc2ccco2)cc1,32,1.1,7,-18,25,-6,17,2,-2
O=C(CN1C(=O)NC2(CCCC2)C1=O)OCCOc1ccc(Cl)cc1Cl,15,1,5,-28,2,-3,2,1,-7
CC/C(=N\NC(N)=O)c1ccc(OC)c(OC)c1,-8,1,-2,0,-4,-1,17,-1,1
COc1ccc(NCc2ccc([N+](=O)[O-])s2)cc1,20,0.85,-6,7,29,15,16,-5,4
Cc1ccc(O)c(NC(=S)NC(=O)COc2ccc(Br)cc2)c1,-4,0.91,-6,-1,-1,10,-17,-4,3
O=C(Nc1ccccc1N1CCN(C(=O)c2ccccc2)CC1)c1ccc(Br)o1,23,0.93,-6,10,2,7,20,-1,3
COc1cc(-c2cc(C(=O)NN3CCN(C)CC3)c3ccccc3n2)cc(OC)c1OC,9,1,7,2,3,-1,22,34,-2
CC1CCCCC1NC(=O)CCCn1c(=S)[nH]c2ccccc2c1=O (stereo not drawn),8,0.93,-5,-20,-23,7,22,-6,-3
CC(=O)c1cccc(N2C(=NC(=O)CCc3ccccc3)SC3CS(=O)(=O)CC32)c1 (stereo not drawn),3,0.97,2,-7,14,3,14,2,-1
CCCOc1ccc(C(=O)N2CCN(c3ccc(N)cc3Cl)CC2)cc1,48*,0.82,0,6,33,18,-1,7,0
CC(CC(=O)O)CC(=O)NNC(=O)c1cccc(Br)c1 (stereo not drawn),-4,0.97,-5,4,-6,3,16,-1,-2
CCCNC(=O)N1CCN(S(=O)(=O)c2ccc(C)c(C)c2)CC1,5,1.1,1,2,6,-7,7,4,1
NS(=O)(=O)c1ccc(N2CCOCC2)c(C(=O)NCc2ccc3c(c2)OCO3)c1,-12,1,-6,6,-6,-2,4,-1,0
Cc1c(C(=O)N/N=C/C(C)C)[nH]c2c([N+](=O)[O-])cccc12,32,0.93,-2,-10,38,7,8,-1,-1
CN(C)S(=O)(=O)c1ccc(Cl)c(NC(=O)COC(=O)CCC(=O)c2cccs2)c1,-2,0.97,-4,-12,8,3,16,1,3
COc1cc(NC(=S)NCCCO)c(OC)cc1Cl,5,1,-9,-24,14,-3,26,-8,1
Cc1ccc(S(=O)(=O)Nc2nc3ccccc3nc2NCc2ccco2)cc1C,27,0.86,3,9,28,14,19,-2,1
CCN1C(=O)CSC1=Nc1ccc(OC)cc1,2,0.97,-3,-8,-1,3,16,-2,0
O=C(CCCCn1c(=O)[nH]c2ccccc2c1=O)NCc1ccc2c(c1)OCO2,5,0.98,4,0,-5,2,-2,1,1
CCC(C)c1ccc(NC(=O)Nc2cccnc2)cc1 (stereo not drawn),43*,1.8,1,-3,26,-76,-10,4,-7
CC(=O)Nc1ccc(S(=O)(=O)NCC2CCC(C(=O)NCCCN(C)Cc3ccccc3)CC2)cc1 (stereo not drawn),-8,1.1,3,8,3,-5,5,5,-1

# A second format for some results above.
canonical_smiles	tim10-1 inh	mIAP activ	APOBEC3G inh	hIAP inh	TIM10 inh	mIAP inh	NALP3 yeast inh	A3A deaminase	beta cell repl
CN(C)S(=O)(=O)c1ccc(Cl)c(NC(=O)COC(=O)CCC(=O)c2cccs2)c1	-2	0.97	-4	-12	8	3	16	1	3
COc1cc(NC(=S)NCCCO)c(OC)cc1Cl	5	1	-9	-24	14	-3	26	-8	1
Cc1ccc(S(=O)(=O)Nc2nc3ccccc3nc2NCc2ccco2)cc1C	27	0.86	3	9	28	14	19	-2	1

# Next results:
SMILES,tim10-1 inh,mIAP activ,APOBEC3G inh,hIAP inh,TIM10 inh,mIAP inh,NALP3 yeast inh,A3A deaminase,beta cell repl
CCOC(=O)c1cnn(-c2ncnc3c2cnn3C)c1N,-4,1.1,0,-7,10,-7,36,3,1
C/C(=N\NC(=O)C(O)c1ccccc1)c1ccc(Cl)cc1 (stereo not drawn),1,1.1,8,-6,0,-5,1,7,-2
COc1ccc(CN2CC(=O)N(c3ccccc3C)C2=S)cc1OC,27,0.98,-7,-7,10,2,10,-1,-6
COc1ccccc1-c1cc(C(F)(F)F)nc(N2CCOCC2)n1,28,0.91,-3,-1,-30,9,19,-2,-4
Cn1cc(Cl)c(C(=O)Nc2cccc(Cl)c2Cl)n1,14,1,-6,-3,5,0,27,-2,-2
O=C1OC(c2ccccc2)=N/C1=C/c1cccc(OC(=O)c2cccs2)c1,48*,1.1,-8,-9,51*,-12,23,-9,-3
Cc1ccc(N(C(=O)Cc2cccs2)C2C=CS(=O)(=O)C2)cc1Cl (stereo not drawn),18,1,-2,-32,1,-1,5,3,-1
O=C(Cc1ccc(S(=O)(=O)N2CCOCC2)s1)NCCc1ccc(F)cc1,15,1.1,8,0,3,-11,13,11,5
O=C(CCCN=C1NS(=O)(=O)c2ccccc21)OCC(=O)N1CCc2ccccc21,2,0.92,-1,1,-16,8,10,6,0
COc1cccc(NC(=S)NCCCN2CCOCC2)c1,3,0.88,-5,9,3,12,4,-4,-1
CC(=O)c1ccc(NC(=O)CSC(=S)N2CCCC2)cc1,9,0.91,-1,-5,0,9,20,-2,-2
C[C@@H]1CN([C@@H](C)CO)C(=O)c2cc(NC(=O)CCC(F)(F)F)ccc2O[C@H]1CN(C)S(=O)(=O)c1ccc(Cl)cc1,-7,0.96,-8,2,-2,4,19,-3,-1
COc1ccc(S(=O)(=O)N(C)CC(=O)NCc2cccnc2)cc1C,-17,1,-4,-2,-11,-1,0,4,-4

# Screening data from PubChem.
